Diaphorase inh – inhibits diaphorase or chemically oxidizes, flagging diaphorase assay artifacts; actives 0.69% (n = 190,000); inhibition, % at 20 µM; diaphorase resazurin-to-resorufin fluorescence, NADH, 16 min; bacterial (C. kluyveri) enzyme, not human;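 active = primary screen inhibition at 20 µM above a set limit, cut at about 50% in these data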;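 note: plate controls were DMSO with full reaction for no effect and wells lacking NADH for full effect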
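Test system: diaphorase enzyme from Clostridium kluyveri; amount: diaphorase at 0.14 U/mL in enzyme working solution; detection: fluorescence of resorufin formed from resazurin, Ex 544/Em 590 nm; times: reaction incubation of 16 min at room temperature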
FLuc inh counter – counter-screen for luciferase assay inhibitors: firefly luciferase inhibition; P08659; ATPLite firefly luciferase biochemical luminescence, 10 min; inhibition, % at 10 µM; actives 1.5% (n = 200,000); AID 1006;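 active = inhibition above about 50% when tested at 10 µM, limit read from the data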
TLR4 MyD88 comp – inhibitors of human TLR4-MyD88 binding. HeLa CL3-4 TLR4/MyD88 BLA complementation, FRET ratio. inhibition, % at 8.4 µM. actives 0.18% (n = 200,000). AID 861; in the data active = inhibition above about 25%;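 note: 0% = vehicle and 100% = reference inhibitor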
Target sequence (O00206 whole entry, looked up): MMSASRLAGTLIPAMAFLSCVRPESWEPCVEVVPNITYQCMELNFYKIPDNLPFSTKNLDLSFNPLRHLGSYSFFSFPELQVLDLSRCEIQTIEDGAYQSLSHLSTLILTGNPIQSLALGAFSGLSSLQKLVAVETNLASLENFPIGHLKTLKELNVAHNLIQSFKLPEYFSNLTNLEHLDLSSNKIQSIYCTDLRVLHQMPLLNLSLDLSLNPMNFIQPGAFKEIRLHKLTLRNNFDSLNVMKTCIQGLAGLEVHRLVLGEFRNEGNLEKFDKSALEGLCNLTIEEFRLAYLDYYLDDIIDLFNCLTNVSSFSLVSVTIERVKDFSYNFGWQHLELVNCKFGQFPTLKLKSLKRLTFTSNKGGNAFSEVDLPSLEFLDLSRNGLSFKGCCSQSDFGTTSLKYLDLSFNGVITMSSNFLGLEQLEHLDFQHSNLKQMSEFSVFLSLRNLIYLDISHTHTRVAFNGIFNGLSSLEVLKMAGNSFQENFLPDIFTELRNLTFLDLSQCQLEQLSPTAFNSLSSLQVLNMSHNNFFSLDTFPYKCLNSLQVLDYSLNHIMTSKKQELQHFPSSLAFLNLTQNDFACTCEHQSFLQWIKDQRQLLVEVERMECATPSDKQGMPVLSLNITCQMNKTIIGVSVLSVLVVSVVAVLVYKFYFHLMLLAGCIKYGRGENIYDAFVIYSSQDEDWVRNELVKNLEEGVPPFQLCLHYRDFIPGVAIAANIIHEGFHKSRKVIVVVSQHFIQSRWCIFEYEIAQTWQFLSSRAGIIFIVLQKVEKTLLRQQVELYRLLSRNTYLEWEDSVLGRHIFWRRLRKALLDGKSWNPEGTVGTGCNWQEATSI
Target sequence (Q99836 whole entry, looked up): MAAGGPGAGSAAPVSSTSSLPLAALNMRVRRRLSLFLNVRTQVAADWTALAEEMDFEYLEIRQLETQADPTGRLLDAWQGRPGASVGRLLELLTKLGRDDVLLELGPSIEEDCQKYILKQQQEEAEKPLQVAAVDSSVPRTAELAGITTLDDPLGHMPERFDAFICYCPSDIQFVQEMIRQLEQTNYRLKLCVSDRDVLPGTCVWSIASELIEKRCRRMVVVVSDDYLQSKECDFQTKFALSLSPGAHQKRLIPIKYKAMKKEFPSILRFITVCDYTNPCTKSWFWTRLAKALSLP
APP transl inh – APP translation inhibition. actives 0.82% (n = 190,000). SH-SY5Y APP 5'UTR-luciferase reporter, luminescence. inhibition, % at 2 µM;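 active = inhibition above a set limit, derived from the sample mean plus 3 SD, cut at about 45% in these data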; note: values of inactives mirror those of a sister screen read the other way
G6PDH counter – inhibits Leuconostoc G6PDH, flagging false hits in G6PDH-based assays; Purified L. mesenteroides G6PDH, diaphorase/resazurin coupled fluorescence, 45 min; actives 0.12% (n = 200,000); inhibition, % at 5 µM; in the data active = inhibition above about 50%
FLuc stim CS – firefly luciferase counter-screen for stimulation assays. P08659. ATPlite luciferase biochemical, luminescence, 10 min; 0 = ATP-free wells, 1 = DMSO control. activation factor at 10 µM. 200,000 tested, under 10 active. AID 1027;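 active = luciferase activation factor, scaled between plate controls, of at least 2 with compound at 10 µM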
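Material: Luciferase/luciferin reagent mix | Doses: Test compounds dosed from 2 mM stocks in 100% DMSO | Timing: 10 min incubation after luciferase reagent addition, room temperature | Measured by: Luminescence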
NF-kB expr up – raises NF-kB expression in human neuronal cells; AID 1239; actives 1.6% (n = 190,000); fold change at 12.5 µM; NF-kB reporter expression; hits give high values; in the data active = fold change above about 3.3
APP 5'UTR act – activates APP 5'UTR luciferase reporter. SH-SY5Y APP 5'UTR luciferase reporter, luminescence; zero percent = DMSO vehicle wells. activation, % at 2 µM. actives 1% (n = 190,000);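 active = activation above a set limit, based on mean plus 3 SD of controls, cut at about 140% in these data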; note: values of inactives mirror those of a sister screen read the other way
STAT1 activator – increases IFN-gamma driven STAT1 reporter signal | activation (% of control), % at 5.5 µM | actives 2.6% (n = 200,000) | NIH 3T3 STAT1-luciferase reporter, luminescence; 100% = IFN-gamma alone, no compound | AID 932;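 active = activation above the screen-wide mean activation plus 3 SD, cut at about 130% in these data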;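 note: raw ratio to IFN-gamma control signal so 100% means no change and 0% no light; values of inactives mirror those of a sister screen read the other way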
Diaphorase act – counter-screen for diaphorase-based assays: diaphorase activators and chemical reducers; actives 0.005% (n = 190,000); Diaphorase/resazurin coupled assay, resorufin fluorescence, 16 min; hits give high values; 1 = vehicle wells, 0 = NADH-free wells; activation factor at 20 µM;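 active = diaphorase activity raised at least twofold by the compound at 20 µM; inactive = activation factor below 2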
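Material: purified diaphorase enzyme from Clostridium kluyveri / Medium: HEPES pH 7.4 buffer with MgCl2 and Tween 20 / Schedule: enzyme reaction of 16 min at room temperature / Measured by: resorufin fluorescence, excitation 544 nm, emission 590 nm / Evaluation: rise in resorufin formation, marking diaphorase activation or chemical reduction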
The depositor's hits bear a star; x = not tested or not shown.

SMILES	Diaphorase inh	FLuc inh counter	TLR4 MyD88 comp	APP transl inh	G6PDH counter	FLuc stim CS	NF-kB expr up	APP 5'UTR act	STAT1 activator	Diaphorase act
O=c1cc(CSc2ccccc2)[nH]c(=S)[nH]1	40	0	7	-12	-3	1	1.1	12	99	0.6
Cc1ccc(C2CC2C(=O)NN)cc1 (centres undefined)	22	-4	-2	-15	7	1	1.1	15	98	0.8
COC(=O)CSc1nnc(CNC(=O)c2ccccc2OC)n1-c1ccc(OC)cc1	-3	0	-3	11	6	1	1	-11	102	1
CCCc1cc(C(N)=O)c(NC(=O)C2CCCO2)s1 (centres undefined)	19	-6	-5	6	-12	1.1	0.97	-6	99	0.8
CC1=CCC2(CO)COC(c3ccccc3O)C1C2 (centres undefined)	13	-3	-7	-3	8	1	1.5	3	105	0.9
c1ccc(-c2ccc(C3=Nn4c(Cn5nnc6ccccc65)nnc4SC3)cc2)cc1	13	-6	7	9	-4	1.1	0.61	-9	96	0.9
OCCCCCNc1ncnc2ccccc12	9	-2	18	-15	7	1	0.93	15	89	0.9
CCOC(=O)CC(Nc1nc(N2CCOCC2)nc(N2CCOCC2)n1)c1ccccc1Cl (centres undefined)	12	-9	3	8	3	1.1	0.94	-8	102	0.9
COc1ccc(NC(=O)NS(=O)(=O)c2ccc(C)cc2)c(OC)c1	35	-6	6	-2	8	1.1	0.79	2	105	0.7
CCNc1nc(N)nc(Oc2ccc(OCCOc3ccccc3)nn2)n1	5	-11	-13	-16	2	1.1	1.2	16	102	0.9
CCN(CC)S(=O)(=O)c1ccc(Cl)c(NC(=O)c2cc(Cl)cc(Cl)c2)c1	5	-6	3	10	2	1.1	1	-10	103	1
COCCN(C(=S)Nc1cc(C)cc(C)c1)C(C)c1cccs1 (centres undefined)	18	-2	-5	18	1	1	1.1	-18	90	0.8
CN(C)c1nc(-c2ccccc2)cc(C(F)(F)F)c1C#N	7	-7	1	11	10	1.1	1.2	-11	101	0.9
COc1ccc(Cn2c(SCc3cc(C)ccc3C)nc3cc(OC)c(OC)cc3c2=N)cc1	-53	0	4	0	5	1	0.84	0	102	1.5
CCCCC(CC(O)COCC(C)C)C(=O)NN (centres undefined)	14	-1	12	-3	14	1	1.1	3	95	0.9
COc1ccc(NC(=O)CN(c2ccc(C)cc2)S(C)(=O)=O)c(OC)c1	16	-7	-8	0	11	1.1	1	0	107	0.8
CCCCCCCCCCCCCCCC[n+]1ccc(C(N)=O)cc1	-60	-8	-15	x	-9	1.1	1.2	x	98	1.6
Cc1ccc(NC(=O)c2ccc(NS(=O)(=O)c3c(C)noc3C)cc2)cc1C	10	-9	3	-9	1	1.1	0.92	9	100	0.9
Clc1cccc(CNc2nnnn2-c2ccccc2)c1	15	-6	2	7	-2	1.1	0.93	-7	81	0.8
O=C1O/C(=C/c2ccccc2)N=C1c1ccccc1	3	36	13	5	16	0.6	1.4	-5	113	1
Brc1ccc(CN2CCN(c3ccccn3)CC2)s1	20	-7	4	-5	-1	1.1	2	5	101	0.8
COc1cc(OC)c(C(=O)COc2ncnc3ccccc23)c(OC)c1	8	-8	9	10	7	1.1	1	-10	98	0.9
COC(=O)c1ccc(N2C(=O)CC(N3CCC(O)(c4ccc(Br)cc4)CC3)C2=O)cc1 (centres undefined)	20	-4	1	12	10	1	0.95	-12	80	0.8
CC(C)NS(=O)(=O)c1ccc(NC(=O)Cc2cccs2)cc1	6	2	-1	-19	6	1	1.1	19	109	0.9
O=C(NCCc1ccccc1)c1ccccc1F	2	32	-23	-110	15	0.7	3.3*	110	108	1
Continued:
SMILES	Diaphorase inh	FLuc inh counter	TLR4 MyD88 comp	APP transl inh	G6PDH counter	FLuc stim CS	NF-kB expr up	APP 5'UTR act	STAT1 activator	Diaphorase act
O=C(NCc1ccc2c(c1)OCO2)c1ccc(CN2CCc3ccccc3C2)cc1	0	0	9	-4	10	1	0.66	4	104	1
CCOC(=O)c1cc2nc(-c3ccco3)cc(C(F)(F)F)n2n1	19	-5	-6	-3	0	1.1	1	3	103	0.8
COc1ccc(S(=O)(=O)Cc2ccc(C(=O)N3CCN(C(=O)c4ccco4)CC3)o2)cc1	17	-2	8	0	10	1	1.1	0	95	0.8
CC1=C(C(=O)OC(C)C)C(c2cccs2)n2ncnc2N1 (centres undefined)	1	-3	-6	6	4	1	0.94	-6	97	1
COc1ccc2[nH]c(=O)c(CNc3cccc(C)c3)cc2c1	40	-1	11	-26	42	1	1.1	26	103	0.6
Cc1[nH][nH]c(=O)c1C(c1c(C)[nH][nH]c1=O)c1cn(Cc2cccc3ccccc23)c2ccccc12	48	-2	12	0	26	1	0.87	0	102	0.5
OC(CNCC(c1ccc(Cl)cc1Cl)c1c[nH]c2ccccc12)c1ccccc1 (centres undefined)	-7	-8	-5	12	6	1.1	1.3	-12	103	1.1
O=[N+]([O-])c1nn(-c2ccc(Cl)cc2)n(O)c1=NCc1ccccc1	10	0	-7	-14	4	1	1.7	13	125	0.9
COc1ccc(O[C@H]2C=C[C@@H](c3ccccc3)O[C@@H]2CO/N=C(\C)CCC(=O)OC[C@H]2O[C@H](c3ccccc3)C=C[C@@H]2Oc2ccc(OC)cc2)cc1	0	1	-10	16	9	1	0.98	-16	107	1
CCN(CC)c1c([N+](=O)[O-])c(=O)oc2ccccc12	6	-4	-3	-2	4	1	1.3	2	102	0.9
COc1ccc(C2C(C(C)=O)=C(O)C(=O)N2CCO)c(OC)c1 (centres undefined)	18	-4	1	-4	7	1	1.6	4	99	0.8
CC(C)c1cccc(O)c(=O)c1	17	-5	0	-6	6	1	1.4	6	96	0.8
CCCCS(=O)CC(CS(=O)CCCC)OC(=O)c1ccc(C)cc1 (centres undefined)	16	-3	4	2	-12	1	1.1	-2	113	0.8
COc1cc(/C=N/NC(=O)Nc2ccccc2)ccc1OC(C)=O	8	14	4	-40	1	0.9	2	39	142*	0.9
CC(=O)Nc1sc(C)c(C)c1C(=O)OC(C)C	1	-2	3	5	6	1	1.1	-5	95	1
CCCn1cc(SCC(=O)NCC2CCCO2)c2ccccc21 (centres undefined)	23	-6	0	-3	-8	1.1	1.8	3	108	0.8
O=C(Cn1nc(C(F)(F)F)cc1C1CC1)NCc1ccccc1F	5	0	-9	1	1	1	1.2	-1	102	0.9
O=C(COC(=O)c1ccco1)NCc1ccc(Cl)cc1	8	-2	7	16	-3	1	1.1	-16	101	0.9
CC(C)=CCc1c(O)ccc2c1OC(c1ccc(O)c(O)c1)CC2=O (centres undefined)	62*	-1	-6	32	28	1	0.63	-32	101	0.4
CCC(C)n1ncn(-c2ccc(N3CCN(c4ccc(O)cc4)CC3)cc2)c1=O (centres undefined)	-3	-7	-3	0	4	1.1	0.86	0	103	1
CCc1n[nH]c(=S)n1/N=C/c1ccccc1OCc1ccc(Cl)cc1	-4	1	-5	0	8	1	0.95	0	108	1
O=C1CC(C(=O)N2CCN(c3ccc(F)cc3)CC2)CN1CCc1ccccc1 (centres undefined)	17	-4	-2	-7	-1	1	1.1	7	100	0.8
N#Cc1cccc(OCC(=O)NC(=O)NCc2ccccc2)c1	5	0	2	-3	-5	1	0.96	3	104	1
CC(=O)NC1(c2ccccc2)CCN(c2nc(C)cc(C)n2)CC1	22	-7	-1	-4	-3	1.1	0.93	4	103	0.8
CC(C)CCn1c(CN2CCOCC2)nc2c1c(=O)n(C)c(=O)n2C	-3	-2	-2	-3	-10	1	1.4	3	96	1

An excerpt from above, showing only APP 5'UTR act, APP transl inh and Diaphorase act.
smiles | APP 5'UTR act | APP transl inh | Diaphorase act
CC1=C(C(=O)OC(C)C)C(c2cccs2)n2ncnc2N1 (centres undefined) | -6 | 6 | 1
COc1ccc2[nH]c(=O)c(CNc3cccc(C)c3)cc2c1 | 26 | -26 | 0.6
Cc1[nH][nH]c(=O)c1C(c1c(C)[nH][nH]c1=O)c1cn(Cc2cccc3ccccc23)c2ccccc12 | 0 | 0 | 0.5
OC(CNCC(c1ccc(Cl)cc1Cl)c1c[nH]c2ccccc12)c1ccccc1 (centres undefined) | -12 | 12 | 1.1

More results:
SMILES	Diaphorase inh	FLuc inh counter	TLR4 MyD88 comp	APP transl inh	G6PDH counter	FLuc stim CS	NF-kB expr up	APP 5'UTR act	STAT1 activator	Diaphorase act
Cn1ncc2c(NNC(=O)Cc3cccc4ccccc34)ncnc21	9	-11	13	1	14	1.1	0.99	-1	96	0.9
Cc1ccc2cc3c(NC(=O)CC(C)C)nn(C)c3nc2c1	13	0	4	0	12	1	0.89	0	106	0.9
O=C(NNC(=S)Nc1ccc(OC(F)F)cc1)c1cc2c(s1)CCCC2	-5	-11	2	-7	3	1.1	1.5	7	95	1.1
NC(=O)C1CCN(C(=O)c2ccc3c(=O)n(Cc4ccco4)c(SCC(=O)c4ccccc4)nc3c2)CC1	25	15	-16	-3	4	0.8	0.87	3	95	0.8
O=C(Nc1nnc(SCc2ccc(Cl)cc2)s1)C1CC(=O)N(Cc2ccccc2)C1 (centres undefined)	5	-9	-8	2	2	1.1	0.96	-2	97	1
C/C(=N/NC(=O)CNc1ccc(Cl)cc1C)c1ccc(C)cc1	6	-1	16	8	10	1	1.6	-8	98	0.9
CCCC(=O)Nc1nnc(SCC(=O)NCc2ccc3c(c2)OCO3)s1	1	4	-6	16	7	1	1	-16	100	1
CN1CCN(C(=O)c2ccccc2-c2nc(-c3ccc(Cl)cc3)no2)CC1	7	-5	1	4	3	1	0.92	-4	97	0.9
CC(=O)Nc1cccc(C(=O)Oc2cccc(C)c2)c1O	3	-1	-2	-4	5	1	0.89	4	93	1
CCCCCn1c(SCc2ccncc2)nc2cc(C(=O)NCc3ccco3)ccc2c1=O	14	-3	-5	8	0	1	1.1	-8	105	0.9
CCCCN(CCCC)C(=S)N/N=C/c1c(C)[nH]n(-c2ccccc2)c1=O	12	-6	14	2	-1	1.1	0.92	-2	106	0.9
Cc1ccc(NC(=S)N2CCCC(O)C2)cc1 (centres undefined)	11	33	-2	-1	4	0.7	1.2	1	106	0.9
O=C(CSCc1cccc(CSCC(=O)Nc2ccccc2)n1)Nc1ccccc1	17	-4	0	15	-2	1	0.99	-15	104	0.8
C=CCN(CC=C)S(=O)(=O)c1ccc(NC(=S)NC(=O)/C=C/c2cccc3ccccc23)cc1	20	2	-5	10	12	1	1.1	-10	102	0.8
CC(C)(C)NC(=O)CN1CCC(O)(c2ccccc2)CC1	15	-7	11	-9	0	1.1	1.1	9	101	0.8
O=C(NCC1CCCO1)c1nc2c(nnn2Cc2ccccc2Cl)c(=O)[nH]1 (centres undefined)	7	0	-1	5	5	1	1.3	-5	110	0.9

Screens deposited in PubChem BioAssay by several laboratories.
